Bcl-B Bim block: inhibitors of Bim-Bcl-B binding, primary screen, biochemical, multiplexed, human Bcl-2 family | Bcl-2-like protein 10 (Homo sapiens), Q9HD36 | bead-based flow cytometry, Bim peptide-Bcl-B binding | inhibition, % at 10 µM | actives 0.073% (n = 190,000) | AID 951, 2007;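 further: 0% = tracer peptide without compound and 100% = reference inhibitor peptide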
Target sequence (Q9HD36 whole entry, looked up): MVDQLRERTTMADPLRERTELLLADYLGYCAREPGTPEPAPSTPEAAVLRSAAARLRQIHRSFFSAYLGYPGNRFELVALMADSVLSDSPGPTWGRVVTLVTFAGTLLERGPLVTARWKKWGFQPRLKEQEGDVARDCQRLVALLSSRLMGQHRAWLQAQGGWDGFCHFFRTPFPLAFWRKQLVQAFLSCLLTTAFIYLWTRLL
Bcl-W Bim block: inhibitors of Bim binding to Bcl-W, primary screen, biochemical, multiplexed, bead-based flow cytometry; Bcl-2-like protein 2 (Homo sapiens), Q92843; inhibition, % at 10 µM; Bim peptide-Bcl-W binding; actives 0.02% (n = 190,000);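 further: 0% = bound tracer without compound and 100% = peptide blocker; higher means less fluorescent Bim peptide bound to Bcl-W beads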
Target sequence (Q92843 whole entry, looked up): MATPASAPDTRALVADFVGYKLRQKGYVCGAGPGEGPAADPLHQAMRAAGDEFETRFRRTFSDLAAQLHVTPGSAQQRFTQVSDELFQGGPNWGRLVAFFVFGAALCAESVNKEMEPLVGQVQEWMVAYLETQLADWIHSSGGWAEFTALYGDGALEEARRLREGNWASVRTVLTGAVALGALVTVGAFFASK
RGS4-Gao reg: modulators of RGS4 binding to Galphao, primary screen, biochemical, multiplexed bead flow cytometry. Guanine nucleotide-binding protein G(o) subunit alpha (Homo sapiens), P09471. actives lie on both sides. actives 0.33% (n = 220,000). binding response (% of control), % at 10 µM; in the data active means binding response below about 49% or above about 150%; inactive means in between;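 further: fluorescent Galphao activated with aluminum fluoride binding bead-coupled RGS4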
Target sequence (P09471 whole entry, looked up): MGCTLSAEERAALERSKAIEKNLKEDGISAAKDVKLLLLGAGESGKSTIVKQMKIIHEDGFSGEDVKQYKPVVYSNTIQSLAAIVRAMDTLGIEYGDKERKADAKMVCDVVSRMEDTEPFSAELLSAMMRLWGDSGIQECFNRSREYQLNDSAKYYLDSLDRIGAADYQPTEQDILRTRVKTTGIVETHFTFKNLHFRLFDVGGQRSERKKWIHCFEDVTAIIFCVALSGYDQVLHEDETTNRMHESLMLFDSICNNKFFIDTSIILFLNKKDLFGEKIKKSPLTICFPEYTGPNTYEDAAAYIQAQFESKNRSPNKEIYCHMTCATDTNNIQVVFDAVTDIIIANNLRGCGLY
Bim-Bfl-1: inhibitors of Bim binding to Bfl-1, primary screen, biochemical, multiplexed, bead-based flow cytometry. inhibition, % at 10 µM. Bcl-2-related protein A1 (Homo sapiens), Q16548. Bim-Bfl-1 binding inhibition. actives 0.12% (n = 190,000);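 further: 0% = wells without compound plus tracer and 100% = blocker peptide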
Bim-Bcl-2: inhibitors of Bim-Bcl-2 binding, primary screen, biochemical, multiplexed, human Bcl-2 family. Apoptosis regulator Bcl-2 (Homo sapiens), P10415. Bead-based flow cytometry, Bim peptide-Bcl-2 binding. inhibition, % at 10 µM. actives 0.06% (n = 190,000). AID 950, 2007; in the data active means inhibition above about 40%; inconclusive means no clear call, values can overlap the other calls;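 further: 0% = no compound wells with probe peptide and 100% = reference peptide inhibitor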
RGS7-Gao reg: RGS7-Galphao binding modulators, primary screen, biochemical, multiplexed bead flow cytometry | actives lie on both sides | actives 0.35% (n = 220,000) | binding response (% of control), % at 10 µM; in the data active means binding response below about 49% or above about 150%; inconclusive means no clear call, values can overlap the other calls; inactive means in between;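 further: fluorescent Galphao held in activated GDP-AlF4 state binding bead-coupled RGS7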
RGS8-Gao reg: RGS8-Galphao binding modulators, primary screen, biochemical, multiplexed bead flow cytometry; Guanine nucleotide-binding protein G(o) subunit alpha (Homo sapiens), P09471; actives lie on both sides; response (percent of control binding), % at 10 µM; actives 0.34% (n = 220,000); AID 1423, 2008; in the data active means response below about 60% or above about 140%; inactive means in between;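 further: Galphao activated as the GDP aluminium fluoride complex binding bead-coupled RGS8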
Bim-Bcl-XL: inhibitors of Bim-Bcl-XL binding, primary screen, biochemical, multiplexed, bead flow cytometry, human Bcl-XL | Bim peptide-Bcl-XL binding, fluorescence | inhibition, % at 10 µM | actives 0.04% (n = 190,000)
Target sequence (Q07817 whole entry, looked up): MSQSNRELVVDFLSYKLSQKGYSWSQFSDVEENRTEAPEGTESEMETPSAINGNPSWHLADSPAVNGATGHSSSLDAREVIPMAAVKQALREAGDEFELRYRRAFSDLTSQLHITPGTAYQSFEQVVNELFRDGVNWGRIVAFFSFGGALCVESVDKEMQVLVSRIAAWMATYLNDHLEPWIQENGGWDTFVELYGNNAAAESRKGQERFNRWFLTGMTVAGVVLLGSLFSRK
ABCB1 block: ABCB1 efflux pump inhibitors, primary screen, cell-based, multiplex, flow cytometry, ABCG2 counter-screen; ATP-dependent translocase ABCB1 (Homo sapiens), P08183; actives 0.067% (n = 190,000); CCRF-Adr cells, JC-1 efflux; inhibition, % at 6.6 µM; in the data active means inhibition above about 40%;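 further: 0% = vehicle and 100% = reference inhibitor; higher value means more JC-1 retained so stronger ABCB1 efflux block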
ABCG2 block: ABCG2 efflux pump inhibitors, primary screen, multiplex with ABCB1, IgMXP3 cells, flow cytometry. actives 0.1% (n = 190,000). Broad substrate specificity ATP-binding cassette transporter ABCG2 (Homo sapiens), Q9UNQ0. JC-1 efflux. inhibition, % at 6.6 µM;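 active means inhibition above 80%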;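 further: 0% = DMSO and 100% = nicardipine control wells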
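test system = two drug-resistant human cell lines, ABCG2 and ABCB1 | amount = 3 million cells/mL final, two lines in 1:1 ratio | reagent = JC-1 transporter substrate | doses = one concentration, 6.6 µM final | incubation = 10 min at 25 °C | signal = flow cytometric JC-1 green MFI at 530 nm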
GSH fluor: compound fluorescence on glutathione beads, profiling panel, artefact control, biophysical, 488/530 nm, flow cytometry; fluorescence (KMESF) at 10 µM; actives 0.25% (n = 190,000); GSH beads flow cytometry, compound fluorescence 488/530 nm; hits give high values; in the data active means fluorescence above about 89;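 further: glutathione beads carrying GST-tagged Bcl family fusion proteins plus one bare bead set; values are compound well signal with DMSO vehicle wells as background; inactives centre near 16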
Active calls of the source: *; u = inconclusive; x = not tested or not shown. Unless noted, no stated cut-off is given here; in the data, active means inhibition above about 40%.

1) CSc1ccccc1NC(=O)c1ccc(Cl)s1
2) CC(NC(=S)NCCN1CCOCC1)C12CC3CC(CC(C3)C1)C2 (configuration not stated)
3) CC(Sc1nnnn1-c1ccc(Cl)cc1)C(=O)NCC(=O)Nc1ccc(F)c(F)c1F (configuration not stated)
4) COc1cc(CNCCN(C)C)ccc1OCc1c(F)cccc1Cl
5) CC(C)/C=C1\CCCCC1N(C)C(=O)NC(C)C (configuration not stated)
6) COc1ccc(NC(=O)CSc2nc3[nH]ncc3c(=O)n2-c2ccccc2OC)cc1OC
7) CCCC(=O)NC(c1ccco1)c1cc([N+](=O)[O-])c2cccnc2c1O (configuration not stated)
8) CCOC(=O)c1c(NC(=O)CN2C(=O)NC3(CCCCC3C)C2=O)sc(C)c1C (configuration not stated)
9) O=C(OCC(=O)N1CCOCC1)c1c(Cl)ccc(Cl)c1Cl
10) Cc1c(Cl)cccc1NC(=O)Nc1ccc(C(=O)N2CCCC2)cc1

assay / entry | 1 | 2 | 3 | 4 | 5 | 6 | 7 | 8 | 9 | 10
Bim-Bcl-XL | -3 | -8 | -6 | -1 | -3 | -3 | -1 | -6 | 2 | -4
Bim-Bfl-1 | -6 | -9 | -3 | -5 | -9 | -1 | 1 | 0 | -2 | 0
Bim-Bcl-2 | -8 | -10 | -3 | -1 | -6 | -3 | 1 | -3 | -2 | 0
Bcl-B Bim block | -2 | -8 | -4 | -2 | -9 | -9 | -1 | -9 | 0 | -3
Bcl-W Bim block | 0 | -6 | -1 | -2 | -4 | -5 | -1 | -3 | 2 | -2
ABCB1 block | 0.1 | 0.9 | 1.5 | 0.7 | -3.6 | 0.2 | -0.4 | 4.1 | 0.8 | -0.2
RGS7-Gao reg | 105 | u | 98 | u | 100 | 92 | 104 | 106 | u | 107
ABCG2 block | 3 | 2 | 4 | 5 | -4 | 1 | 0 | 8 | 3 | 0
GSH fluor | 11 | 12 | 6 | 16 | 30 | 24 | 11 | 12 | 10 | 11
RGS8-Gao reg | 101 | 102 | 93 | 102 | 103 | 99 | 100 | 95 | 99 | 110
RGS4-Gao reg | 106 | 105 | 97 | 100 | 103 | 94 | 96 | 94 | 99 | 105

11) CC(=O)N1NC(=Nc2ccccc2)SC1(C)C
12) CN(c1ccccc1)S(=O)(=O)c1cc(C(=O)Nc2nc3ccccc3[nH]2)ccc1Cl
13) O=C(CSc1nnnn1Cc1ccccc1)Nc1ccc2c(c1)OCCO2
14) CCC1CCCCN1S(=O)(=O)Cc1ccccc1Cl (configuration not stated)
15) O=C(Nc1ccc2c(c1)OCCO2)c1ccc(CN2CCOCC2)cc1
16) Cn1ncc([N+](=O)[O-])c1C(=O)Nc1ccc(-c2nc3ccccc3[nH]2)cc1
17) O=C(c1cc2c(ccc3ccccc32)oc1=O)N1CCN(CCO)CC1
18) O=C(NCCCN1CCOCC1)c1ccc(CSCc2cccc(Cl)c2)o1
19) CCCCNC(=O)CO/N=C(\C)c1cc2ccccc2o1
20) COc1ccc(C(=O)NNC(=O)Cc2ccc(-c3ccccc3)cc2)cc1OC

assay / entry | 11 | 12 | 13 | 14 | 15 | 16 | 17 | 18 | 19 | 20
Bim-Bcl-XL | -1 | 8 | -9 | 0 | -4 | 7 | -6 | -1 | 6 | -1
Bim-Bfl-1 | -6 | 10 | -11 | -6 | -12 | 1 | -2 | -5 | 8 | -3
Bim-Bcl-2 | 0 | 0 | -9 | 1 | -9 | -1 | -4 | -2 | 1 | -2
Bcl-B Bim block | -2 | 9 | -6 | -1 | -6 | 11 | -10 | -3 | 3 | 4
Bcl-W Bim block | -1 | 18 | 0 | 1 | 0 | 5 | -6 | -2 | 4 | 1
ABCB1 block | 0.5 | -0.4 | 0.0 | 2.1 | 0.1 | 0.5 | 0.4 | 0.2 | -0.1 | 0.5
RGS7-Gao reg | 72 | 104 | 99 | 99 | 104 | x | 97 | 103 | 97 | 101
ABCG2 block | 3 | 2 | 0 | 8 | 3 | 3 | 2 | 3 | 2 | 1
GSH fluor | 11 | 9 | 44 | 12 | 16 | 13 | 15 | 12 | 8 | 20
RGS8-Gao reg | 90 | 102 | 102 | 99 | 102 | x | 101 | 97 | 100 | 101
RGS4-Gao reg | 81 | 101 | 98 | 97 | 105 | x | 101 | 96 | 97 | 99

Compound profiles, from the list above.
CCCCNC(=O)CO/N=C(\C)c1cc2ccccc2o1 is listed as Bim-Bcl-XL = 6; Bim-Bfl-1 = 8; Bim-Bcl-2 = 1; Bcl-B Bim block = 3; Bcl-W Bim block = 4; ABCB1 block = -0.1; RGS7-Gao reg = 97; ABCG2 block = 2; GSH fluor = 8; RGS8-Gao reg = 100; RGS4-Gao reg = 97
Cn1ncc([N+](=O)[O-])c1C(=O)Nc1ccc(-c2nc3ccccc3[nH]2)cc1 is listed as Bim-Bcl-XL = 7; Bim-Bfl-1 = 1; Bim-Bcl-2 = -1; Bcl-B Bim block = 11; Bcl-W Bim block = 5; ABCB1 block = 0.5; RGS7-Gao reg = x; ABCG2 block = 3; GSH fluor = 13; RGS8-Gao reg = x; RGS4-Gao reg = x

New compounds follow.
21) Cc1cccc(-n2c(C)n[nH]c2=S)c1C
22) N#Cc1ccc(COC(=O)c2ccc3c(=O)[nH]c(CN4CCOCC4)nc3c2)cc1
23) CCCC1(C(=O)OC)NC(c2ccco2)C2C(=O)N(c3ccc(C)cc3)C(=O)C21 (configuration not stated)
24) CCOC(=O)c1ccc(Nc2nc(-c3cccnc3)nc3ccccc23)cc1
25) Cc1csc(NC(=O)CSc2nnc(NC(=O)COc3ccccc3)s2)n1
26) COc1cccc(C(c2nnnn2C(C)(C)C)N2CCN(C3CCCCC3)CC2)c1OC (configuration not stated)
27) O=C(Cn1cnc2c(nnn2Cc2ccc(F)cc2)c1=O)NCC1CCCO1 (configuration not stated)
28) Cn1nnnc1SCCNCc1ccncc1
29) O=C(COC(=O)CCC(NC(=O)OCc1ccccc1)C(=O)OCC(=O)Nc1ccccc1)Nc1ccccc1 (configuration not stated)
30) Cc1cc2nnc(SCC(=O)N3CCN(c4ccccc4)CC3)n2c(N)n1

assay / entry | 21 | 22 | 23 | 24 | 25 | 26 | 27 | 28 | 29 | 30
Bim-Bcl-XL | -6 | -5 | -8 | -1 | -3 | -5 | -6 | 0 | -6 | -1
Bim-Bfl-1 | 0 | -8 | -24 | 0 | 0 | 0 | -3 | -3 | -8 | 1
Bim-Bcl-2 | -1 | -5 | -13 | 0 | -2 | 0 | -2 | 1 | -8 | 0
Bcl-B Bim block | -13 | -8 | -12 | 0 | -3 | -2 | -4 | 1 | -10 | 0
Bcl-W Bim block | -2 | -2 | -3 | 0 | -1 | -5 | -6 | 0 | -5 | 0
ABCB1 block | -0.8 | -1.9 | 0.7 | 1.5 | -1.0 | -0.1 | -0.6 | 0.7 | -0.2 | 0.7
RGS7-Gao reg | 100 | 103 | 102 | 100 | 95 | 102 | 101 | 103 | 100 | 93
ABCG2 block | -3 | -3 | 2 | 3 | -7 | -1 | -1 | 2 | -6 | 4
GSH fluor | 11 | 36 | 34 | 20 | 11 | 22 | 15 | 7 | 17 | 10
RGS8-Gao reg | 79 | 104 | 99 | 99 | 93 | 101 | 107 | 99 | 98 | 102
RGS4-Gao reg | 101 | 97 | 100 | 102 | 97 | 98 | 101 | 106 | 101 | 95

31) COC(=O)Nc1ccc(S(=O)(=O)N2CCCC(C(=O)N3CCCCCC3)C2)cc1 (configuration not stated)
32) CCCOc1ccc(-c2c(C(=O)N/N=C/c3ccc(OC)cc3)nnn2-c2nonc2N)cc1
33) S=C(NC1CCCCC1)N1CCN(Cc2ccccc2Cl)CC1
34) O=C(NCCO)NC(=S)c1ccccc1
35) CCC1c2ccc(C)n2CCN1C(=O)Nc1ccccc1C(=O)OC (configuration not stated)
36) CN(C(=O)c1ccno1)c1nnc(-c2ccccn2)s1
37) O=C(CSc1nc2ccccc2s1)Nc1cc(C(=O)O)cc(C(=O)O)c1
38) Cc1nnc(SCC(=O)N2CCOCC2)[nH]c1=O
39) CCn1c(SCc2nc3ccccc3[nH]2)nnc1-c1ccncc1
40) CN(C)/C=N/c1sc2c(c1C#N)CC(C)(C)NC2(C)C
41) CC(=O)c1ccc(OC(C)C)c(CSc2nc(O)cc(=O)[nH]2)c1
42) OCC1(Cc2ccccc2)CCCN(Cc2ccn[nH]2)C1 (configuration not stated)
43) COC(=O)c1ccccc1NC(=O)NCc1ccc2c(c1)OCO2

assay / entry | 31 | 32 | 33 | 34 | 35 | 36 | 37 | 38 | 39 | 40 | 41 | 42 | 43
Bim-Bcl-XL | -5 | -6 | -5 | 1 | -5 | -2 | 0 | -9 | -9 | -5 | -2 | -3 | -8
Bim-Bfl-1 | -8 | -5 | -5 | -9 | 0 | 0 | -2 | -2 | -13 | -1 | -1 | -7 | -7
Bim-Bcl-2 | -4 | -5 | -9 | -7 | 7 | 0 | -1 | -2 | -11 | 6 | -3 | -2 | -7
Bcl-B Bim block | -10 | -6 | -17 | -8 | -2 | -5 | -2 | -8 | -8 | -3 | -1 | -6 | -6
Bcl-W Bim block | -1 | -1 | -1 | 0 | -2 | -1 | -1 | -4 | -3 | -2 | -1 | -3 | -5
ABCB1 block | 1.3 | 0.1 | 1.1 | -0.2 | -0.1 | 0.4 | -0.2 | 1.6 | -0.4 | 0.2 | 0.0 | 0.5 | 0.5
RGS7-Gao reg | 102 | 99 | 103 | 103 | 109 | 100 | 107 | 96 | 104 | x | 97 | 98 | 96
ABCG2 block | 2 | 2 | 6 | 0 | -1 | 5 | -1 | 0 | 0 | 1 | 1 | 2 | 5
GSH fluor | 14 | 5 | 21 | 10 | 17 | 10 | 11 | 12 | 40 | 19 | 19 | 12 | 29
RGS8-Gao reg | 101 | 103 | 99 | 105 | 103 | 102 | 101 | 100 | 103 | x | 99 | 103 | 100
RGS4-Gao reg | 100 | 101 | 102 | 103 | 114 | 102 | 107 | 99 | 103 | x | 101 | 104 | 101

3 compounds already listed, sorted by their value in Bim-Bfl-1, low to high:
# | SMILES | Bim-Bcl-XL | Bim-Bfl-1 | Bcl-B Bim block | Bcl-W Bim block | RGS7-Gao reg | ABCG2 block | GSH fluor | RGS8-Gao reg | RGS4-Gao reg
43 | COC(=O)c1ccccc1NC(=O)NCc1ccc2c(c1)OCO2 | -8 | -7 | -6 | -5 | 96 | 5 | 29 | 100 | 101
33 | S=C(NC1CCCCC1)N1CCN(Cc2ccccc2Cl)CC1 | -5 | -5 | -17 | -1 | 103 | 6 | 21 | 99 | 102
38 | Cc1nnc(SCC(=O)N2CCOCC2)[nH]c1=O | -9 | -2 | -8 | -4 | 96 | 0 | 12 | 100 | 99

Assay outcomes as filed in PubChem.
